# GPR151 ag = activators of human GPR151 | PathHunter beta-arrestin GPR151 cells, luminescence | Q8TDV0 | AID 1508602 | 650,000 tested, 1% active | activation, % at 11.2 µM; in the data active means activation above about 4.9%;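 further: 0% = median of compound wells and 100% = cells with positive control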
# Target sequence (Q8TDV0 whole entry, looked up): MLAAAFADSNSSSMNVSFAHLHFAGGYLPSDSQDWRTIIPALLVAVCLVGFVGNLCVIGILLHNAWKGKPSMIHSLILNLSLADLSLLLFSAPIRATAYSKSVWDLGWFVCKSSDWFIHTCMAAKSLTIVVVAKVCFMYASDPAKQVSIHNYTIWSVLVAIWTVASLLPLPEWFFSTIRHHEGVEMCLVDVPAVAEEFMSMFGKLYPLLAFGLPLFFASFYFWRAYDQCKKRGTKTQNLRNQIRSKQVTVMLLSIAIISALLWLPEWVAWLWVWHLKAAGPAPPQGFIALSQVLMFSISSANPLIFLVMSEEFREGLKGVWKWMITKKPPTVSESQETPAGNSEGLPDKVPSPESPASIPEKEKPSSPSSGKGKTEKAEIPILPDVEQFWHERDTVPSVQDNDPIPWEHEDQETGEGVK
# TEAD-YAP block = TEAD-YAP interaction inhibition | HEK-TIYL cells, TEAD-Gal4/YAP UAS-luciferase luminescence | inhibition, % at 9.12 µM | 640,000 tested, 1.4% active | AID 1259422; in the data active means inhibition above about 32%;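 further: 0% = median of test compound wells and 100% = reference inhibitor wells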
# FBW7 act = human FBW7 E3 ligase activation, primary screen; Q969H0; AlphaScreen FBW7–phospho-cyclin E peptide binding, activator screen; normalized activity (activation), % at 26.1 µM; 650,000 tested, 0.13% active; AID 1259310; in the data active means normalized activity above about 1.9%;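 further: purified mutant Fbw7 with reduced substrate affinity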
# MITF primary = inhibitors of human MITF; O75030; AlphaScreen MITF homodimerization, bead proximity signal; inhibition, % at 2.6 µM; 650,000 tested, 0.91% active; AID 1259374; in the data active means inhibition above about 50%;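 further: 0% = vehicle wells with protein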
# Target sequence (O75030 whole entry, looked up): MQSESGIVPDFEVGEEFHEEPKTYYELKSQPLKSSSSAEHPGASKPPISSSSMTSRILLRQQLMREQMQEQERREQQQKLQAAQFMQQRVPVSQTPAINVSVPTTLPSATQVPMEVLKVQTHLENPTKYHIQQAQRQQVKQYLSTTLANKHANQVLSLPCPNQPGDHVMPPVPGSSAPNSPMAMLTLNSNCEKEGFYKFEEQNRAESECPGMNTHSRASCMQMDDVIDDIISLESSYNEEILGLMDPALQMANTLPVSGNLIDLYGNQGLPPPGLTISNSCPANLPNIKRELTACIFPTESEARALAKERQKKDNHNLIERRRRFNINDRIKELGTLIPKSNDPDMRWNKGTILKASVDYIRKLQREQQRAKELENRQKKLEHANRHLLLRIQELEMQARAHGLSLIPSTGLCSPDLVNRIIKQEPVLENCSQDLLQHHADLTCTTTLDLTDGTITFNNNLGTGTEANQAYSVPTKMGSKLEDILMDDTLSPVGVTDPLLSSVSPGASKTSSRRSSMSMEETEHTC
# An asterisk follows results filed as active; x = not tested or not shown.
# The opening 3 compounds, ahead of the listing:
SMILES,GPR151 ag,TEAD-YAP block,FBW7 act,MITF primary
COc1ccccc1-n1c(SCc2nc3ccccc3[nH]2)nc2c(sc(=S)n2-c2ccccc2)c1=O,-0.2,-3,-0.1,11
COc1ccccc1CN1CCC2(CCC(CNC(=O)Cc3ccsc3)O2)CC1 (stereo not drawn),3.0,13,-0.1,0
Cc1ccc(-c2noc(CCCCCN=Cc3c(O)[nH]c(=O)[nH]c3=O)n2)cc1,1.1,23,0.0,11

# Results, previewed entries included:
SMILES,GPR151 ag,TEAD-YAP block,FBW7 act,MITF primary
COc1ccccc1-n1c(SCc2nc3ccccc3[nH]2)nc2c(sc(=S)n2-c2ccccc2)c1=O,-0.2,-3,-0.1,11
COc1ccccc1CN1CCC2(CCC(CNC(=O)Cc3ccsc3)O2)CC1 (stereo not drawn),3.0,13,-0.1,0
Cc1ccc(-c2noc(CCCCCN=Cc3c(O)[nH]c(=O)[nH]c3=O)n2)cc1,1.1,23,0.0,11
Cc1ccccc1C(=O)NCCCNc1ccc(Cl)cc1[N+](=O)[O-],0.7,-13,0.2,-1
c1ccc(-c2nnn3c2nc(N2CCCCC2)c2ccccc23)cc1,0.8,3,-0.1,9
CC(C)=CC(=O)Nc1ccc([N+](=O)[O-])cc1C,-0.7,-8,0.7,-1
CCCOc1ccc(S(=O)(=O)NCCN2CCOCC2)c2ccccc12,-0.6,8,-0.1,-11
CC(=O)Nc1cccc(-c2cn3ccsc3n2)c1,0.3,-8,0.1,15
CCCCNC(=O)CC1Nc2ccccc2NC1=O (stereo not drawn),0.2,-17,-0.1,-1
COc1ccc(C(=O)COC(=O)c2ccc(C(F)(F)F)cc2N)cc1,-0.9,1,-0.1,-12
Cc1ccc(NC(=O)C(Cc2c[nH]c3ccccc23)NC(=O)OCc2ccccc2)c(C)c1 (stereo not drawn),1.2,12,0.2,7
CCOc1ccc(C(=O)c2cc(O)c(OC)c(OC)c2O)cc1,-1.5,-1,0.1,-14
Cc1c(NC(=O)c2cc(I)ccc2Cl)cccc1-c1nc2ncccc2o1,3.2,16,-0.1,-2
O=C(Nc1ccc(F)cc1Cl)c1cnc(N2CCN(c3ncccn3)CC2)c2ccccc12,-0.2,-1,0.0,3
Cc1ccc(N2C(=O)CSC2=S)c(C)c1,-1.4,4,-0.3,6
CCN(CC)C(=O)C1CCCN(Cc2ccccc2C)C1 (stereo not drawn),-0.8,-4,0.1,21
CCc1cccc(CC)c1NC(=O)c1cc(S(=O)(=O)N2CCN(c3cccc(C)c3C)CC2)ccc1F,1.0,6,-0.1,-1
CCOC(=O)Cn1nc(CC)n2c(cc3ccsc32)c1=O,-1.4,-8,0.1,0
O=C1C(=O)N(CCN2CCOCC2)C(c2ccccc2F)/C1=C(/O)c1ccccc1 (stereo not drawn),0.3,-2,0.4,8
CC(=O)Nc1ccc(S(=O)(=O)N2CCN(C(c3ccccc3)c3ccccc3)CC2)cc1,0.3,0,0.1,-6
Cc1cc(NC(=O)CSc2nnc(-c3cccnc3)n2-c2ccccc2)no1,0.8,7,0.3,13
CNC(=O)NC1OC(=O)c2c1ccc(OC)c2OC (stereo not drawn),1.3,-5,0.0,-2
CC(C)Cn1c(N/N=C/c2ccc(O)cc2O)nc2c1c(=O)[nH]c(=O)n2C,1.3,2,-0.3,26
CC1=CC2CC1C1C(=O)N(c3ccc([N+](=O)[O-])cc3)C(=O)C21 (stereo not drawn),0.0,1,0.0,6
CC(=O)c1sc(Nc2ccccc2C(F)(F)F)nc1C,0.2,-8,-0.1,-2
CCOC(=O)c1c(NC(=O)c2cc3ccccc3oc2=O)sc2c1CCN(C)C2,-0.6,10,-0.1,16
C/C(CC(=O)NC(C)(C)C)=N\NC(=O)COc1ccc(C)cc1Br,1.7,-1,-0.1,13
CCOC(=O)Cn1nnnc1CN(Cc1ccccc1)Cc1cc2cc(C)ccc2[nH]c1=O,6.4*,-18,0.0,3
O=C(Nc1ccccc1I)c1ccc([N+](=O)[O-])cc1Cl,0.1,2,-0.1,-4
CCOC(=O)C1CCN(Cc2ccc(OC)c(OC)c2OC)CC1,-0.4,-1,0.0,19
COC(=O)C1=C(C)NC(=O)CC1c1cc(OC)ccc1OC (stereo not drawn),1.6,0,-0.1,-2
Cc1ccc(C)c(NC(=O)COc2ccc(C)c(C)c2)c1,-1.4,-23,-0.1,-10
CC(=S)Nc1nc2ccc3ccccc3c2s1,0.0,-16,0.1,-3
CCc1ccc(NC(=O)CN2C(=O)CCc3ccccc32)cc1,-0.5,8,-0.1,-14
CSc1ccc(-c2nc(-c3ccsc3)c(-c3ccccc3)[nH]2)cc1,-1.3,0,-0.1,3
O=C1OC(/C=C/c2ccc(Cl)cc2)=NC/1=C\c1c(F)cccc1Cl,-0.9,3,0.0,-3

# Record cards, from the list above:
# Record of C/C(CC(=O)NC(C)(C)C)=N\NC(=O)COc1ccc(C)cc1Br = GPR151 ag: 1.7; TEAD-YAP block: -1; FBW7 act: -0.1; MITF primary: 13
# Record of Cc1ccc(C)c(NC(=O)COc2ccc(C)c(C)c2)c1 = GPR151 ag: -1.4; TEAD-YAP block: -23; FBW7 act: -0.1; MITF primary: -10
# Record of CSc1ccc(-c2nc(-c3ccsc3)c(-c3ccccc3)[nH]2)cc1 = GPR151 ag: -1.3; TEAD-YAP block: 0; FBW7 act: -0.1; MITF primary: 3

# Remaining list, next part.
SMILES,GPR151 ag,TEAD-YAP block,FBW7 act,MITF primary
COC(=O)N/N=C/c1c[nH]c2ccccc12,0.1,-7,0.2,-43
CC(=O)OC[C@H]1O[C@@H](O/N=C/[C@@H](C)[C@H](OCc2ccccc2)C(C)C)[C@H](OC(C)=O)[C@@H](OC(C)=O)[C@@H]1OC(C)=O,-1.1,x,0.0,3
Cc1cc(C)cc(N(CC(=O)Nc2c(C)n(C)n(-c3ccccc3)c2=O)S(C)(=O)=O)c1,-0.6,0,-0.1,-10
CCOC(=O)c1ccc(NC(=O)CSc2cc(C)[nH]c(=O)n2)cc1,0.8,8,0.1,5
C=CCOc1ccc2c(=O)c(-c3ccccc3Cl)coc2c1,-0.3,-47,0.1,-4
CCN(CC)S(=O)(=O)CCNC(=O)c1ccc(OC)cc1,1.6,2,-0.1,-9
CCOC(=O)c1sc(NC(=O)CSc2nnc(CNC(=O)c3ccc([N+](=O)[O-])cc3)n2-c2cccc(C)c2)c(C(=O)OCC)c1C,-0.8,0,-0.1,-8
Cc1cc(C(F)(F)F)nc(SCC(=O)NC2CC3CCC2C3)n1 (stereo not drawn),1.5,0,0.1,13
COc1ccc(C2CC(c3cccs3)=NN2C(=O)CSc2nnc(CNC(=O)c3cccc(OC)c3)n2-c2ccccc2OC)cc1 (stereo not drawn),0.4,16,0.6,15
CCOC(=O)C1=CN(C(C)C)C=C(C(=O)OCC)C1c1cccc(Cl)c1,0.1,-1,1.6,-13
CCOc1ccc2nc(SCc3ccc(Br)cc3)sc2c1,0.7,3,-0.1,-5
O=C(CSc1nccn1-c1ccc(Cl)cc1)NC1CCCC1,1.2,5,-0.1,4
Cc1ccc(-c2nnc3ccc(SCC(=O)N4CCC(C)CC4)nn23)cc1,-0.3,-9,0.1,3
COC(=O)C1=C(C)NC(=O)NC1c1cccc(I)c1 (stereo not drawn),2.0,8,-0.1,17
c1ccc(Nc2nc(NCCN3CCOCC3)c3ncn(-c4ccsc4)c3n2)cc1,0.6,55*,-0.1,-1
O=C1N(c2ccccc2)C2CS(=O)(=O)CC2N1c1ccccc1 (stereo not drawn),-1.5,8,-0.1,-12
COc1ccc(OC)c(NC(=O)c2ccc(S(=O)(=O)N3CCCCC3)cc2)c1,-1.1,3,-0.2,4
C/C(=C/c1ccccc1)C(=O)Nc1ccc2nc3n(c(=O)c2c1)CCCCC3,-0.3,3,-0.3,8
N#Cc1ccccc1NC(=O)c1cc(I)ccc1Cl,0.5,-11,-0.1,-15
CC(C(=O)NCc1ccc(Cl)cc1)N1Cc2ccccc2C1=O (stereo not drawn),-0.4,9,0.3,12
O=C1NC(=O)N(c2ccccc2)C(=O)/C1=C\c1cc2c3c(c1)CCCN3CCC2,-1.0,11,-0.1,-5
O=C(CN1CCN(Cc2ccccc2)CC1)Nc1ccc(Br)cn1,-0.8,-5,-0.1,-2
N/C(=N\OC(=O)COc1ccc(Br)cc1)c1ccc([N+](=O)[O-])cc1,-0.3,-7,0.1,20
CC1CCCN(C(=O)CSc2nnc3n(C)c(=O)c4ccccc4n23)C1 (stereo not drawn),-0.8,-2,-0.1,-10
Cc1nc(-c2ccc(C(=O)Nc3cccc(I)c3)cc2)cs1,-3.0,22,-0.2,-1
O=C(CCN1C(=O)C2C3C=CC(C3)C2C1=O)Oc1cccc2cccnc12 (stereo not drawn),0.0,3,-0.4,16
Cc1c(NC(=O)c2sc3nc4c(cc3c2N)C(=O)CC(C)(C)C4)c(=O)n(-c2ccccc2)n1C,-1.9,2,0.7,15
O=[N+]([O-])c1ncn(C23CC4CC(CC(C4)C2)C3)n1,0.7,2,0.2,-33
C=CCOC(=O)C1=C(C)NC(=O)NC1/C=C/c1ccccc1OC (stereo not drawn),1.8,-1,0.2,13
O=C(NNC(=O)C(c1ccccc1)c1ccccc1)NC1CCCCC1,-1.1,6,0.2,1
O=C1OC(c2ccc(-c3ccccc3)cc2)=N/C1=C\c1cccc(Cl)c1Cl,-0.3,-2,0.3,6
CCN(CC)C(=O)C1CCN(Cc2ccc(OC)cc2OC)CC1,-0.2,4,0.0,43
COC(=O)CC1C(C(=O)OC)=[N+]([O-])OC1C(=O)OC (stereo not drawn),1.5,13,-0.1,3
Cc1cccc(C(=O)N/C(=C/c2ccc(C)o2)C(=O)O)c1,0.6,4,0.2,19
Clc1cccc(-c2ccc(CN3CCCC(N4CCOCC4)C3)o2)c1 (stereo not drawn),3.3,-14,0.2,7
Cc1ccc(/C=N/N2C(=O)c3ccccc3C2=O)o1,0.1,-5,0.1,-3
COc1cccc(/C=N/NC(=O)C(C)Nc2ccc(Br)cc2)c1O (stereo not drawn),1.3,24,0.0,12
CCCOc1ccc(C2NC(=O)NC(C)=C2C(=O)OCC(C)CCC)cc1 (stereo not drawn),0.0,5,-0.1,6
O=C(CCNc1c(N2CCCC2)c(=O)c1=O)N1CCN(c2cccc(Cl)c2)CC1,2.9,3,0.6,10
CCN(CC)Cc1c[nH]c2c(C(=O)OC)cccc12,-0.6,5,0.1,10
Cc1cccc(NC(=O)C(CC(C)C)NS(=O)(=O)c2ccc3c(c2)oc(=O)n3C)c1C (stereo not drawn),-0.4,-2,-0.1,11
Cc1nn(C)c(C)c1NC(=O)c1ccc(Cl)cc1,-0.6,6,0.0,10
Cc1ccccc1N1CCN(Cc2cccnc2)CC1,2.8,15,0.0,28
CC(C)Cn1c(=O)c2sccc2n2c(CCCC(=O)N3CCC(C)CC3)nnc12,0.6,21,-0.1,-2
O=C(O)c1cccnc1-c1ncccc1C(=O)O,1.4,-5,0.0,5
O=C(C(O)c1ccc(Br)cc1)N1CCC(Nc2ccc3[nH]ncc3c2)CC1 (stereo not drawn),-0.5,8,-0.1,20
O=C(Cc1ccccc1)Nc1ccccc1C(=O)NCc1ccccc1,-1.7,-12,0.0,-18
O=C(NCc1cccnc1)c1ccc(N2CCCCC2)c([N+](=O)[O-])c1,0.9,22,0.3,8
CC(=O)Nc1cc(C(N)=O)cc(C(N)=O)c1,-0.4,-8,0.0,-1
COc1ccc(CCNC(=O)c2nnn(-c3cccc(C)c3)c2N)cc1OC,-1.6,4,0.0,15
CCN(CC)S(=O)(=O)c1cc(C(=O)Nc2ccc(I)cc2)ccc1Cl,0.1,4,-0.1,2
O=[N+]([O-])c1cccc(C2=NN(c3nc(-c4ccc(S(=O)(=O)N5CCCCC5)cc4)cs3)C(c3ccc(F)cc3)C2)c1 (stereo not drawn),0.7,8,-0.2,8
O=[N+]([O-])c1ccc(N2CCN(S(=O)(=O)c3ccc(Cl)cc3)CC2)cc1,0.2,-3,-0.2,12
CC1(C)CC(=O)C(=Cc2cn(CCC#N)nc2-c2ccc(Cl)cc2)C(=O)C1,0.7,-1,0.1,11
CCN(CC)C(=O)C1CCCN(c2cccc(C(=O)NCCCN3CCCC3=O)c2)C1 (stereo not drawn),0.2,-2,0.4,0

# Shown field by field: entries from further up
Cc1ccc(NC(=O)C(Cc2c[nH]c3ccccc23)NC(=O)OCc2ccccc2)c(C)c1 (stereo not drawn)
  GPR151 ag: 1.2
  TEAD-YAP block: 12
  FBW7 act: 0.2
  MITF primary: 7

CCOc1ccc(C(=O)c2cc(O)c(OC)c(OC)c2O)cc1
  GPR151 ag: -1.5
  TEAD-YAP block: -1
  FBW7 act: 0.1
  MITF primary: -14

Cc1c(NC(=O)c2cc(I)ccc2Cl)cccc1-c1nc2ncccc2o1
  GPR151 ag: 3.2
  TEAD-YAP block: 16
  FBW7 act: -0.1
  MITF primary: -2

O=C(Nc1ccc(F)cc1Cl)c1cnc(N2CCN(c3ncccn3)CC2)c2ccccc12
  GPR151 ag: -0.2
  TEAD-YAP block: -1
  FBW7 act: 0.0
  MITF primary: 3

# Screening data: PubChem, The Scripps Research Institute Molecular Screening Center
